# High-throughput results as filed in PubChem.
# CHRM1 PAM: potentiates human M1 receptor response to acetylcholine; actives 0.088% (n = 360,000); activation, % at 3 µM; P11229; CHO-K1 hM1, Fluo-8 calcium fluorescence, ACh EC20; 0% = ACh EC20, 100% = maximal ACh; in the data active means activation above about 19%, passing the limit was not always enough
# Target sequence (P11229 whole entry, looked up): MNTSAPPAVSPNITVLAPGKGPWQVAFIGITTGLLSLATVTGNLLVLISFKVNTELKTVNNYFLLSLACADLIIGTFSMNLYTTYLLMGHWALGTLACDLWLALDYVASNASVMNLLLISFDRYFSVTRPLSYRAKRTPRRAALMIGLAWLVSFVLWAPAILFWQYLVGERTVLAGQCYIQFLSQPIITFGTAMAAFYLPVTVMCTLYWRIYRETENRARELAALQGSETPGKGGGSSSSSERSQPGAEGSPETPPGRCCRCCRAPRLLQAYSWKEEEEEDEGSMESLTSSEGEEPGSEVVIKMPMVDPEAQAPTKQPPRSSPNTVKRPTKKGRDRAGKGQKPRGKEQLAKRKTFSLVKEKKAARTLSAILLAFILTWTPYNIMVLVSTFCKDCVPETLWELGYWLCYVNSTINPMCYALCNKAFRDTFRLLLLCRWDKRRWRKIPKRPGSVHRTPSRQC
# CHRM4 antagonist: blocks acetylcholine activation of human M4 receptor; P08173; CHO-hM4 cells, ACh EC80, Fluo-8 calcium fluorescence; inhibition, % at 3 µM; actives 0.73% (n = 360,000);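 active means inhibition above its plate's cutoff, the mean inhibition of sample wells plus 3 SD, cut at about 27% in these data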;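 further: 0% = acetylcholine EC80 with DMSO and 100% = DMSO without agonist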
# M4 ag: agonists of human muscarinic M4 receptor (CHRM4) | P08173 | CHO-K1 hM4/Gqi5, Fluo-8 calcium fluorescence; vehicle 0%, full acetylcholine response 100% | activation, % at 3 µM | actives 0.14% (n = 360,000);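 active means activation above the run mean over all test wells plus 3 SD, cut at about 32% in these data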;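 further: peak over basal fluorescence ratio per well then scaled between controls; 0% = DMSO wells and 100% = acetylcholine at EC100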
# CHRM1 antagonist: antagonists of human M1 muscarinic receptor | actives 1.3% (n = 360,000) | inhibition, % at 3 µM | CHO-K1 hM1, Fluo-8 calcium fluorescence, ACh EC80 antagonist | P11229;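 active means percent inhibition above its own plate's cutoff, namely the mean of that plate's compound wells plus 3 SD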;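 further: peak over basal fluorescence ratio during 140 s after agonist addition; 0% = ACh EC80 plus DMSO and 100% = DMSO alone without agonist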
# M1 ag: human M1 muscarinic receptor agonism; CHO-K1 hM1, Fluo-8 calcium fluorescence, agonist mode; 0% DMSO, 100% acetylcholine EC100; activation, % at 3 µM; actives 0.33% (n = 360,000); AID 588814;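 active means activation above the run's mean compound activation plus 3 SD, cut at about 16% in these data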;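 further: peak over basal fluorescence ratio within a 140 s kinetic read after compound addition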
# M5 antag: CHRM5 antagonism in calcium assay | P08912 | CHO-hM5 cells, Fluo-8 calcium fluorescence, ACh EC80 | inhibition, % at 3 µM | actives 0.59% (n = 360,000);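 active means inhibition above a per-plate cutoff, the mean of that plate's test compounds plus 3 SD, cut at about 27% in these data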;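 further: 0% = acetylcholine EC80 with DMSO and 100% = DMSO without agonist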
# M5 PAM: potentiates acetylcholine response at human M5 receptor; actives 0.3% (n = 360,000); activation, % at 3 µM; CHO-K1 hM5, Fluo-8 calcium, ACh EC20 PAM; 0% = ACh EC20, 100% = ACh EC100;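 active means activation above the run cutoff, the mean activation of all test compounds plus 3 SD, cut at about 18% in these data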
#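 Probe or stimulus: acetylcholine, EC20 level; Assay system: human M5 receptor in CHO-K1 cells; Schedule: compound preincubation 140 s before EC20 acetylcholine addition; Technique: intracellular calcium via Fluo-8 fluorescence; Dosing: single-point, 3 µM nominal; Read-out basis: percent activation from peak-over-basal fluorescence ratio, scaled EC20-to-EC100 acetylcholine; Repeats: one well per compound, no replicates.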
# TAAR1 ag: human TAAR1 agonism; CHO RD-HGA16 TAAR1, Fluo-8 calcium fluorescence; vehicle wells 0%, saturating PEA agonist 100%; activation, % at 3 µM; actives 0.99% (n = 360,000);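 active means activation above the mean activation of all test compounds in the run plus 3 SD, cut at about 38% in these data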
# Target sequence (Q96RJ0 whole entry, looked up): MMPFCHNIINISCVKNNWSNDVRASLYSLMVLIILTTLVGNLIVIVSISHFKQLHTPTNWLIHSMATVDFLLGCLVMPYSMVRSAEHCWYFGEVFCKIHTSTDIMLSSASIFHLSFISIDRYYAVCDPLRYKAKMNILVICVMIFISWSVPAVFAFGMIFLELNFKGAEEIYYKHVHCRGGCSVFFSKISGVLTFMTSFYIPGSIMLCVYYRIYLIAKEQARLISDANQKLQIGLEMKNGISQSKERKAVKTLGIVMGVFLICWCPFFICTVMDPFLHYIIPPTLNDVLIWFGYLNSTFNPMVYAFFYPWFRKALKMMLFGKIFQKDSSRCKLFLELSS
#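 Repeats: no replicates (n 1) | Material: CHO-derived RD-HGA16 cells with stable Gα16 and human TAAR1 | Technique: Kinetic Fluo-8 calcium fluorescence | Schedule: 17-24 h seeding, 75 min 37 °C dye, 30 min RT | Evaluation: % activation from peak over basal fluorescence ratio, DMSO-to-PEA scaled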
# M5 ag: agonists of human muscarinic M5 receptor (CHRM5); actives 0.19% (n = 360,000); activation, % at 3 µM; CHO-K1 hM5 cells, Fluo-8 calcium fluorescence; 0% DMSO wells, 100% maximal acetylcholine response;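 active means activation above the run's mean over test compounds plus 3 SD, cut at about 23% in these data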;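 further: signal is peak over basal fluorescence ratio across the kinetic read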
# Starred values were filed as active, the others as inactive; . = not tested or not shown. This is a subset. The share of hits here may be higher or lower than overall.
1: Cc1ccc(-n2c3c(c(=O)[nH]c2=O)C(NS(=O)(=O)c2ccc(Cl)cc2)(C(F)(F)F)C(=O)N3)cc1 (stereo unspecified)
2: CC(C)(C)NC(=O)CSc1nncn1NCc1c(Cl)cccc1Cl
3: Cn1c(SCC(=O)N/N=C/C=C/c2ccco2)nc2ccccc21
4: O=C(NCCc1ccccc1)c1cc(-c2ccco2)on1
5: CSc1nc(N(C)NC(=O)c2ccc(Cl)cc2)c2ccccc2n1
6: Cc1ccccc1CSc1nncn1N
screen / no. | 1 | 2 | 3 | 4 | 5 | 6
M5 antag | -1 | 1 | 1 | -4 | 4 | -2
CHRM1 PAM | -4 | -5 | 4 | 5 | 3 | 0
TAAR1 ag | 0 | 4 | 0 | 47* | 21 | 1
M1 ag | -4 | -6 | -7 | -8 | -2 | -3
M4 ag | 1 | 1 | 0 | 0 | 7 | 0
M5 PAM | -1 | 1 | 0 | 4 | 0 | 3
M5 ag | -2 | -2 | -2 | -4 | -2 | -9
CHRM1 antagonist | 7 | 11 | -3 | -15 | -7 | 5
CHRM4 antagonist | -9 | 7 | 6 | 7 | 5 | 7

7: c1csc(-c2nnc(NC3CCCCC3)c3ccccc23)c1
8: COC(=O)c1cn(C)c2ccc(S(=O)(=O)N3CC(C)CC(C)C3)cc2c1=O (stereo unspecified)
9: Cc1ccc2[nH]c3c(=O)n(CCN4CCNCC4)cnc3c2c1
10: Cc1ccccc1N(CC(=O)O)S(C)(=O)=O
11: O=C(NCCCO)C(=O)Nc1cc2c3c(c1)CCC(=O)N3CCC2
12: Nc1nc(-c2ccccc2)cn1/N=C/c1ccccc1
screen / no. | 7 | 8 | 9 | 10 | 11 | 12
M5 antag | -6 | 0 | -8 | 4 | 17 | 17
CHRM1 PAM | -7 | 8 | 7 | 4 | 2 | 6
TAAR1 ag | -1 | 7 | 2 | 6 | 1 | 61*
M1 ag | -7 | -5 | -5 | -2 | -1 | -2
M4 ag | -3 | 1 | 1 | 1 | 1 | 12
M5 PAM | -2 | 1 | 3 | -2 | -3 | -6
M5 ag | -2 | -2 | -3 | 0 | -3 | -1
CHRM1 antagonist | 5 | -14 | -4 | -5 | 7 | -5
CHRM4 antagonist | -9 | -5 | -3 | 16 | 8 | 1

13: O=C(O)c1ccc(N=Nc2c(O)[nH]c3ccc(Br)cc23)cc1
14: Cc1ccc(S(=O)(=O)NNc2ccccc2)cc1
15: CCOC(=O)N1CCN(C(=O)CCC2CCCC2)CC1
16: CCn1c(N)c(C(=O)NC)sc1=S
17: OC(CNCc1ccc2c(c1)OCO2)COc1ccc(F)cc1 (stereo unspecified)
18: COC(=O)CC1C(=O)NCCN1C(=O)CSc1nc2ccccc2s1 (stereo unspecified)
screen / no. | 13 | 14 | 15 | 16 | 17 | 18
M5 antag | 4 | 9 | -16 | -16 | 0 | 1
CHRM1 PAM | 6 | 5 | 2 | 4 | 1 | 6
TAAR1 ag | -1 | . | 16 | 8 | 2 | 0
M1 ag | -5 | 0 | -14 | -2 | -2 | -5
M4 ag | 0 | 1 | 1 | 1 | 2 | 1
M5 PAM | -1 | -2 | 1 | 2 | -2 | -2
M5 ag | -4 | -1 | -5 | -2 | -5 | 5
CHRM1 antagonist | -8 | -7 | -2 | -11 | 1 | -14
CHRM4 antagonist | -10 | 7 | -1 | -9 | 20 | -4

# Entries of single compounds as entered above. Order of screens: M5 antag, CHRM1 PAM, TAAR1 ag, M1 ag, M4 ag, M5 PAM, M5 ag, CHRM1 antagonist, CHRM4 antagonist
# Results for CCOC(=O)N1CCN(C(=O)CCC2CCCC2)CC1 : -16, 2, 16, -14, 1, 1, -5, -2, -1
# Results for Cc1ccc(S(=O)(=O)NNc2ccccc2)cc1 : 9, 5, ., 0, 1, -2, -1, -7, 7

# New compounds follow
19: O=C(O)CCNS(=O)(=O)c1ccccc1
20: O=C(Oc1cccnc1)c1ccco1
21: COc1cccc(/C(O)=C/C(=O)C(=O)Nc2ccc(S(=O)(=O)NC(C)=O)cc2)c1
22: COc1cccc(-c2c(-c3cc(OC)cc(OC)c3)n(C)c3ccc(-c4cnc(N5CCOCC5)nc4)cc23)c1
23: Nc1ccc(C=C2C=Cc3ccccc32)cc1
24: C(=N/N1CCN(c2ccccc2)CC1)/c1ccncc1
screen / no. | 19 | 20 | 21 | 22 | 23 | 24
M5 antag | -14 | 4 | 7 | 0 | 13 | 0
CHRM1 PAM | 6 | 3 | 6 | 15 | 2 | 1
TAAR1 ag | 3 | 3 | 0 | 1 | 3 | 4
M1 ag | -4 | -2 | -3 | -2 | 0 | -2
M4 ag | 0 | 0 | 1 | 1 | 4 | 9
M5 PAM | 5 | 2 | -1 | 14 | -5 | -1
M5 ag | -3 | -3 | 0 | 5 | 6 | 9
CHRM1 antagonist | -10 | 6 | -6 | -2 | -1 | 1
CHRM4 antagonist | 3 | 11 | 1 | -7 | -1 | -8

25: CC1CCCC(NC(=O)c2cccc(N3CCCC3=O)c2)C1C (stereo unspecified)
26: CC(=O)Nc1cc(C(=O)N(C)Cc2ccco2)ccc1Sc1ccc(C)cc1
27: CCc1nnc2sc(-c3ccc(NC(=O)CSc4ccc(Cl)cc4)cc3)nn12
28: CN1CCC(N(C)C(=O)c2ccccc2F)CC1
screen / no. | 25 | 26 | 27 | 28
M5 antag | -1 | 6 | -1 | 0
CHRM1 PAM | -1 | -6 | 3 | -4
TAAR1 ag | 4 | 2 | 5 | 4
M1 ag | -6 | -6 | -2 | -8
M4 ag | 1 | 1 | 0 | 1
M5 PAM | -1 | -4 | 2 | -2
M5 ag | 0 | 0 | 0 | -1
CHRM1 antagonist | -2 | 3 | -8 | 4
CHRM4 antagonist | -10 | 1 | -5 | -18

# In the list so far, ten have four or more nitrogen atoms:
1: Cc1ccc(-n2c3c(c(=O)[nH]c2=O)C(NS(=O)(=O)c2ccc(Cl)cc2)(C(F)(F)F)C(=O)N3)cc1 (stereo unspecified)
2: CC(C)(C)NC(=O)CSc1nncn1NCc1c(Cl)cccc1Cl
3: Cn1c(SCC(=O)N/N=C/C=C/c2ccco2)nc2ccccc21
5: CSc1nc(N(C)NC(=O)c2ccc(Cl)cc2)c2ccccc2n1
6: Cc1ccccc1CSc1nncn1N
9: Cc1ccc2[nH]c3c(=O)n(CCN4CCNCC4)cnc3c2c1
12: Nc1nc(-c2ccccc2)cn1/N=C/c1ccccc1
22: COc1cccc(-c2c(-c3cc(OC)cc(OC)c3)n(C)c3ccc(-c4cnc(N5CCOCC5)nc4)cc23)c1
screen / no. | 1 | 2 | 3 | 5 | 6 | 9 | 12 | 22
M5 antag | -1 | 1 | 1 | 4 | -2 | -8 | 17 | 0
CHRM1 PAM | -4 | -5 | 4 | 3 | 0 | 7 | 6 | 15
TAAR1 ag | 0 | 4 | 0 | 21 | 1 | 2 | 61* | 1
M1 ag | -4 | -6 | -7 | -2 | -3 | -5 | -2 | -2
M4 ag | 1 | 1 | 0 | 7 | 0 | 1 | 12 | 1
M5 PAM | -1 | 1 | 0 | 0 | 3 | 3 | -6 | 14
M5 ag | -2 | -2 | -2 | -2 | -9 | -3 | -1 | 5
CHRM1 antagonist | 7 | 11 | -3 | -7 | 5 | -4 | -5 | -2
CHRM4 antagonist | -9 | 7 | 6 | 5 | 7 | -3 | 1 | -7

24: C(=N/N1CCN(c2ccccc2)CC1)/c1ccncc1
27: CCc1nnc2sc(-c3ccc(NC(=O)CSc4ccc(Cl)cc4)cc3)nn12
screen / no. | 24 | 27
M5 antag | 0 | -1
CHRM1 PAM | 1 | 3
TAAR1 ag | 4 | 5
M1 ag | -2 | -2
M4 ag | 9 | 0
M5 PAM | -1 | 2
M5 ag | 9 | 0
CHRM1 antagonist | 1 | -8
CHRM4 antagonist | -8 | -5
